Source: PubChem BioAssay (National Center for Advancing Translational Sciences (NCATS))
D1 antagonist = Antagonist of Human D 1 Dopamine Receptor: qHTS; D(1A) dopamine receptor (Homo sapiens), P21728; HEK293 TREx D1 cells, calcium flux, dopamine EC80; stronger effect = lower value; activity change, negative = inhibition, % at 10 µM; 3.2% of 360,000 active; in the data active means activity change below about -30%; further: on the % scale 0 is the no-effect control and ±100 the full control effect
Target sequence (P21728 whole entry, looked up): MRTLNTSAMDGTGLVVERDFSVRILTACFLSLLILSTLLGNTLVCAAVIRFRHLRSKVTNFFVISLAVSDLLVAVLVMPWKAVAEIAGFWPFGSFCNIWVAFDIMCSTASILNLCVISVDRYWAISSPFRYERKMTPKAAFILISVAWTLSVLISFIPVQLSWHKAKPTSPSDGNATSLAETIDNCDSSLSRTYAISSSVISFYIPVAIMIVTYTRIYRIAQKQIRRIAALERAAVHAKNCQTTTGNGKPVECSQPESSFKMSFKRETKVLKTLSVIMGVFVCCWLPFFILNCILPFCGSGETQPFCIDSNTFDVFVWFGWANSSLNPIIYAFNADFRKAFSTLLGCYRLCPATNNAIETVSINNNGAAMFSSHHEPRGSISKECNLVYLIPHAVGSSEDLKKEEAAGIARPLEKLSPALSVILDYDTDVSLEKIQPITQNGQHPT
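After overnight tetracycline induction at 30 C, force-coupled D1 HEK293 cells took up a no-wash calcium dye at room temperature. Compounds were added and monitored 180 s, and the response to EC80 dopamine was then recorded.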
Vif-A3F inh = qHTS for Inhibitors of Vif-A3F Interactions: qHTS; HeLa A3F-eYFP + Vif (tagged APOBEC3F with the HIV-1 protein that degrades it), YFP fluorescence increase; Potency, µM (doses to about 46.1 µM), for inactives: at the top dose activity, negative = active; 0.2% of 390,000 active; AID 602313, 2012; further: potency means the concentration at half of the fitted maximal effect; % of control where 0% means no effect; nearly all actives have a fitted effect of over 65% in size
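HeLa cells stably expressing Vif plus C-terminally eYFP-tagged A3F were seeded, incubated overnight at 37 deg C, dosed with compound, incubated overnight again at 37 deg C. Yellow fluorescence (Ex 488/Em 500-530) reported blocked Vif-mediated A3F-eYFP degradation.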
RXFP1 antag = qHTS Assay for Antagonists of the Relaxin Receptor RXFP1; Relaxin receptor 1 (Homo sapiens), Q9HBX9; HEK293-RXFP1, relaxin-stimulated cAMP HTRF, 30 min; stronger effect = lower value; activity change, negative = inhibition, % at 57.5 µM; 0.59% of 350,000 active; AID 1259400, 2018;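 active means activity change of -60% or lower, but not beyond a set lower limit; inconclusive means change between -60% and -40%, or beyond the set limit; inactive means change above -40%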; further: on the % scale 0 is the no-effect control and ±100 the full control effect
D1 PAM = Potentiators of Human D1 Dopamine Receptor: qHTS; D(1A) dopamine receptor (Homo sapiens), P21728; HEK293 TREx D1 cells, calcium flux, dopamine EC20 potentiation; potentiation, % at 10 µM; 0.036% of 360,000 active; in the data active means potentiation above about 30%; further: 0% is about no effect
RXFP1 ag = qHTS Assay for Agonists of the Relaxin Receptor RXFP1; Relaxin receptor 1 (Homo sapiens), Q9HBX9; HEK293T-RXFP1 cAMP TR-FRET, 30 min; response scale: percent of porcine relaxin response, buffer zero; Potency, µM (series often up to 57.5 µM), without a hit: at the highest dose activation, hits mostly activators; 0.3% of 370,000 active; AID 2676, 2010; further: potency means the concentration at half of the fitted maximal effect; on the % scale 0 is the no-effect control and ±100 the full control effect; nearly all actives have a fitted effect of over 60% in size; many of its hits are not listed in these tables
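cAMP rise read by TR-FRET after 30 min, 37C compound exposure (up to 58 uM) in RXFP1-transfected HEK293 cells with Ro 20174 present. EC50 from Hill-equation fits, with 29 nM porcine relaxin as 100% and buffer as basal.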
GRP78 ERSR act = qHTS for Inducers of the Endoplasmic Reticulum Stress Response (ERSR) in Human Glioma: qHTS. AID 602332, 2012. 0.02% of 420,000 active. U87-MG GRP78 promoter luciferase reporter, 16 h. Potency, µM, inactives show top-dose activation, most hits filed as activators; further: potency means the concentration at half of the fitted maximal effect; series mostly up to about 76 µM; % of control where 0% means no effect; nearly all actives have a fitted effect of over 35% in size
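Stably transfected U87-MG human glioma cells carrying a GRP78-based luminescent sensor were seeded at 1000 cells/well, pin-dosed with compounds and incubated 16 h. Luciferase reagent was then added, and end-point luminescence was read after 10 min at room temperature.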
D1 ag = Allosteric Agonists of the Human D1 Dopamine Receptor: qHTS. 1% of 360,000 active. D(1A) dopamine receptor (Homo sapiens), P21728. activation, % at 2 µM. AID 504660, 2011. HEK293 T-REx D1 cells, calcium flux, agonist mode; in the data active means activation above about 30%; further: 0% is about no effect
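Inducible HEK293 T-REx D1 cells, force-coupled to calcium signalling, were plated at 4000 cells/well with tetracycline and held overnight at 30 C. After no-wash calcium dye loading, compound-evoked calcium rise over 180 s flagged agonists.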
Vif-A3G inh = qHTS for Inhibitors of Vif-A3G Interactions: qHTS | Potency, µM (titrated, usually from 46.1 µM), for inactives: at the highest dose activity, negative = active, usual class: inhibitors | AID 602310, 2012 | HeLa A3G-eYFP + Vif (tagged APOBEC3G with the HIV-1 protein that degrades it), YFP fluorescence, overnight | DNA dC->dU-editing enzyme APOBEC-3G (Homo sapiens), Q9HC16 | 0.076% of 410,000 active;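 further: potency means the concentration at half of the fitted maximal effect; on the % scale 0 is the no-effect control and ±100 the full control effect; nearly all actives have a fitted effect of over 60% in size; hits raise eYFP signal because A3G escapes Vif-driven loss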
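HeLa cells stably expressing Vif and C-terminally eYFP-tagged A3G, seeded overnight at 37 deg C, then exposed to compound by pintool overnight at 37 deg C. Rise in yellow fluorescence (Ex 488/Em 500-530, Acumen) marks blocked Vif-driven A3G degradation.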
D2 potentiator = HTS Assay for Positive Allosteric Modulators of the Human D2 Dopamine Receptor: Primary Screen for Potentiators; 0.34% of 340,000 active; HEK293 T-REx D2, calcium flux, EC20 dopamine potentiation; D(2) dopamine receptor (Homo sapiens), P14416; potentiation, % at 10 µM;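 active means potentiation over 3 SD above the plate norm, cut at about 30% in these data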; further: 0% is about no effect
Target sequence (P14416 whole entry, looked up): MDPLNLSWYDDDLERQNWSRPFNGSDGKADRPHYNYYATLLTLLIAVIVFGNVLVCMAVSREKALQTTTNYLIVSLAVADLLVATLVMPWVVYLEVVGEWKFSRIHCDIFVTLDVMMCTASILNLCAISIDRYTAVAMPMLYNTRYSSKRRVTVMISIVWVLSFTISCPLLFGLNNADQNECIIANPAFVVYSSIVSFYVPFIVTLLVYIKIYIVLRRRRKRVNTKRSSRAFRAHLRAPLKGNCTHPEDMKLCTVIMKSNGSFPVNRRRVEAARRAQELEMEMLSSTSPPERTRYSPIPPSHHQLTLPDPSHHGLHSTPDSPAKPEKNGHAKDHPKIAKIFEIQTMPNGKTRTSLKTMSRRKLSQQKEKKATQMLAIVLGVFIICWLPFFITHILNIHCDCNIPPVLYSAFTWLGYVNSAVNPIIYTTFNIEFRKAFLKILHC
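Potentiation of an EC20 dopamine calcium response is measured in a force-coupled, tetracycline-inducible Hek293 Trex D2 line. Compound-only kinetic reads over 180 s flag agonists before dopamine addition.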
* = called active by the depositor; ? = inconclusive; . = no result given; & = joins results of further samples; ! = not confirmed by another sample. Unless noted, the call rests on the fitted dose curve; in most records, active means well fitted curve in the direction sought with a large enough effect; inconclusive means small, poorly fitted or top-dose-only effect, or another doubt; inactive means no such curve, though single readings can be large; an effect the other way counts as inactive or inconclusive. An excerpt; the hit share may differ from the screen's.

Screens in order – D1 antagonist	Vif-A3F inh	RXFP1 antag	D1 PAM	RXFP1 ag	GRP78 ERSR act	D1 ag	Vif-A3G inh	D2 potentiator
O=C1c2ccccc2C2(c3ccccc3)NCCN12 (centres undefined)
    -10	-4%	0	-7	-2.0%	-2%	1	-1%	7
COC(=O)Cc1c(C(=O)OC)nnn1-c1cccc(C(F)(F)F)c1
    -1	-17%	-6	2	-0.1%	-3%	1	0%	10
CN(C)c1ccc(/C=C2/C[N+](C)(C)C/C(=C/c3ccc(N(C)C)cc3)C2=O)cc1
    .	10µM*	-24	.	.	-6%	.	?	.
Cc1nc(N/C(N)=N/S(=O)(=O)c2ccc([N+](=O)[O-])cc2)nc2ccccc12
    -7	2%	-1	1	-0.6%	-1%	-1	-3%	3
O=S(=O)(NCc1ccc(F)cc1)c1ccc(-c2cnc(C3CC3)o2)cc1
    -19&-15	1%&3%	9	-12&0	1.4%&1.0%	-8%&-1%	7&3	-18%&-11%	9&3
O=C(CCCSc1nc2ccccc2[nH]1)NC1CCCCC1
    6	-6%	-7	-2	-0.1%	-1%	2	0%	1
CC(=O)c1c(O)cc(C)n(-c2ccc(F)cc2)c1=O
    0	-6%	1	0	1.6%	-3%	8	0%	13
CN1CCN(S(=O)(=O)c2ccc(Oc3cccc(C(F)(F)F)c3)nc2)CC1
    -7	2%	-12	-4	1.6%	-1%	1	0%	-9
CC1(C)C(=O)OC(c2cccn2-c2cccc([N+](=O)[O-])c2)C2(CCCCC2)C1=O (centres undefined)
    10	.	.	-7	0.3%	.	2	.	-8
C=CCN1C(=O)C2C(C(=O)NC3CCCC3)C3C=CC2(O3)C1C(=O)NC1CCCC1 (centres undefined)
    12	3%	-24	-5	6.4%	0%	2	0%	-7
Cc1ccc(C)c(C(=O)COC(=O)c2nn(C)c(=O)c3ccccc23)c1
    4	3%	-4	0	-0.6%	-3%	10	1%	6
CCOc1ccc2ccccc2c1C1NC(=S)N(C)C(C)=C1C(=O)OC (centres undefined)
    -18	9%	11	-10	2.4%	0%	4	1%	1
CCOC(=O)c1cc2c(nc1C)-c1cc(Cl)cc(Cl)c1OC2O (centres undefined)
    -7	0%	2	5	4.1%	-1%	1	2%	11
Cc1ccc(-n2c(SCC3CCCCO3)nnc2-c2ccco2)cc1 (centres undefined)
    19	-3%	2	2	1.1%	2%	2	-13%	7
COc1ccc(Nc2ncc3c(n2)CC(c2ccccc2)CC3=O)cc1 (centres undefined)
    -8	-5%	18	-8	0.7%	-5%	3	-2%	10
O=C(Nc1ccccc1C(F)(F)F)c1ncn[nH]1
    -3	-7%	-32	1	0.0%	0%	9	-8%	6
Cc1ccc(NC(=O)Nc2ccc3c(c2)nnn3C)cc1C
    -3	10%	2	2	7.4%	6%	1	0%	-2
O=C(NCc1ccccc1)c1cccnc1N1CCOCC1
    0	7%	12	-3	0.0%	-1%	1	4%	-2
COC(=O)c1nnn(CC(=O)NC(=O)Nc2cccc(C)c2C)c1C(=O)OC
    -5&-4	1%&9%	-5&-14	2&-12	2.5%&1.5%	-3%&-3%	50*!	0%&-13%	0&-22
S=c1[nH]nc(-c2ccccn2)n1/N=C/c1ccc(Br)s1
    3	1%	-20	3	0.2%	-1%	0	3%	9

Screens in order – D1 antagonist	Vif-A3F inh	RXFP1 antag	D1 PAM	RXFP1 ag	GRP78 ERSR act	D1 ag	Vif-A3G inh	D2 potentiator
COc1ccc(N(C(C)C(=O)NN=C2CCCCCCC2)S(C)(=O)=O)cc1 (centres undefined)
    1	1%	-9	-2	-0.1%	-5%	0	-2%	0
CCCNC(=O)Cn1cnc2sc(C(=O)Nc3ccc4c(c3)OCO4)c(C)c2c1=O
    .	-3%	-1	.	21%	2%	.	4%	.
CC(C)CN(CC(C)C)C(=O)CN1C(=O)NC2(CCCc3ccccc32)C1=O (centres undefined)
    -1	-8%	-5	-2	1.1%	-3%	1	-4%	6
CSC1=NCCN1C(=O)c1cccc(C(F)(F)F)c1
    -4	5%	-3	0	1.9%	-3%	0	-9%	-3
CCOc1ccccc1NCN1C(=O)c2ccccc2C1=O
    .	2%	-3	.	.	-2%	.	4%	.
Cc1cc(CSc2ccccc2)ccc1NC(=O)COc1ccccc1
    -4	.	8	-3	3.6%	-3%	11	0%	.
CCN(CC)c1ccc(N=Cc2ccc(N(CC)CC)cc2O)cc1
    -8	-4%	.	-5	0.1%	-1%	0	-2%	-6
CCC(=O)NC(c1ccccc1)c1c(OC(C)=O)ccc2ccccc12 (centres undefined)
    -17	-1%	-9	-7	-0.8%	0%	1	-9%	-11
CCCCC(=O)c1c(O)c2ccccc2oc1=O
    -14	-4%	-7	-5	0.1%	-7%	3	3%	5
COc1cc(OC)cc(C(=O)N(CCCN2C(=O)c3cccc4cccc(c34)C2=O)c2cccc(OC)c2)c1
    9	-11%	-4	-8	0.3%	3%	7	0%	.
O=C(CCCN1C(=O)/C(=C\c2ccco2)SC1=S)Nc1ccc(O)cc1C(=O)O
    -2	17%	-23	-4	-0.5%	-8%	3	-1%	-3
O=C(CN1C(=O)C2CCCCC2C1=O)OCC(=O)c1ccc(F)cc1 (centres undefined)
    5	-3%	4	5	0.0%	0%	-1	4%	21
N#Cc1c(Cl)cccc1N1CCC(C(N)=O)CC1
    -5	8%	7	2	0.5%	-4%	7	-2%	2
COc1ccc(C(=O)c2sc3nc(C)cc(-c4cccs4)c3c2N)cc1OC
    31	?	-8	0	5.0%	-2%	82*	?	11
COC(=O)CCC(=O)NC(=S)Nc1ccc(S(=O)(=O)Nc2cc(C)on2)cc1
    8	-14%	8	-1	-2.3%	-6%	3	1%	2
COCCCNC(=O)C(=O)N/N=C/c1ccc(OCC(=O)Nc2cccc(Cl)c2C)c(OC)c1
    11	.	0	4	-0.2%	-5%	1	1%	-6
O=Cc1ccc(N2CCCC2)c(F)c1
    -14	1%	1	1	-0.3%	3%	2	3%	16
Cc1ccc(CNC(=O)C2CCCN(S(=O)(=O)c3cccnc3)C2)cc1 (centres undefined)
    4	0%	-1	-3	0.2%	-5%	3	-4%	5
CCOC(=O)Nc1ccc(NC(=O)c2ccccc2F)cc1
    -17	2%	7	-8	4.1%	2%	3	1%	0
COc1ccc2nc(SCC(=O)NCC3CCCO3)c(C#N)cc2c1 (centres undefined)
    -1	-21%	-13	0	?	2%	-3	-19%	-24

Screens in order – D1 antagonist	Vif-A3F inh	RXFP1 antag	D1 PAM	RXFP1 ag	GRP78 ERSR act	D1 ag	Vif-A3G inh	D2 potentiator
COCCNC(=O)c1c(NC(=O)c2cc(=O)c3cc(Cl)ccc3o2)sc2c1CCCC2
    20	-20%	4	0	-1.4%	-2%	1	-4%	-11
CCOc1ncccc1C(=O)OCC(=O)Nc1cccc(C(C)=O)c1
    .	0%	11	-2	0.9%	-5%	2	1%	6
CC1(C)CC(=O)C=C(c2cccc(O)c2)C1=O
    .	5%	.	-2	2.0%	-3%	-2	1%	-1
CC(C)Oc1ccc(C(=O)NCc2ccco2)cc1
    -22	-6%	5	-2	-0.7%	-1%	-2	-1%	-3
COC(=O)c1ccc(NC(=O)CSc2cn(CC(=O)N3CCCCCC3)c3ccccc23)cc1
    -19	5%	-36	-5	0.6%	-1%	3	5%	1
CCCCn1nnc(NC(=O)c2ccc(-c3cccc(Cl)c3)o2)n1
    -17	1%	-9	-4	2.1%	8%	6	-21%	12
COc1ccc(OC)c(CC(NC(C)=O)C(=O)NC2CCN(S(=O)(=O)c3ccc(NC(C)=O)cc3)CC2)c1 (centres undefined)
    -2	2%	6	2	2.1%	8%	2	1%	-6
CC(C)Cc1nc2oc3c(=O)[nH]cnc3c2c2c1CCCC2
    1	-26%	.	1	-0.9%	-5%	0	-1%	0
CC(C)=CCN1CCN(Cc2cnc(C)s2)CC1CCO (centres undefined)
    6	-4%	-9	-4	3.4%	0%	8	-3%	-10

In the list so far, these have fluorine.
Screens in order – D1 antagonist	Vif-A3F inh	RXFP1 antag	D1 PAM	RXFP1 ag	GRP78 ERSR act	D1 ag	Vif-A3G inh	D2 potentiator
COC(=O)Cc1c(C(=O)OC)nnn1-c1cccc(C(F)(F)F)c1
    -1	-17%	-6	2	-0.1%	-3%	1	0%	10
O=S(=O)(NCc1ccc(F)cc1)c1ccc(-c2cnc(C3CC3)o2)cc1
    -19&-15	1%&3%	9	-12&0	1.4%&1.0%	-8%&-1%	7&3	-18%&-11%	9&3
CC(=O)c1c(O)cc(C)n(-c2ccc(F)cc2)c1=O
    0	-6%	1	0	1.6%	-3%	8	0%	13
CN1CCN(S(=O)(=O)c2ccc(Oc3cccc(C(F)(F)F)c3)nc2)CC1
    -7	2%	-12	-4	1.6%	-1%	1	0%	-9
O=C(Nc1ccccc1C(F)(F)F)c1ncn[nH]1
    -3	-7%	-32	1	0.0%	0%	9	-8%	6
CSC1=NCCN1C(=O)c1cccc(C(F)(F)F)c1
    -4	5%	-3	0	1.9%	-3%	0	-9%	-3
O=C(CN1C(=O)C2CCCCC2C1=O)OCC(=O)c1ccc(F)cc1 (centres undefined)
    5	-3%	4	5	0.0%	0%	-1	4%	21
O=Cc1ccc(N2CCCC2)c(F)c1
    -14	1%	1	1	-0.3%	3%	2	3%	16
CCOC(=O)Nc1ccc(NC(=O)c2ccccc2F)cc1
    -17	2%	7	-8	4.1%	2%	3	1%	0
